Screening data (PubChem)
RGS4 inhibitor = blocks human RGS4-accelerated GTP hydrolysis; P49798; Transcreener GDP fluorescence polarization, RGS4-accelerated GTP hydrolysis; Potency, µM (highest dose often 114 µM), without a hit: at the top dose activity change, negative = inhibition, most hits filed as inhibitors; 0.039% of 390,000 active; AID 504845; note: % is set by controls: 0 for no effect and ±100 for the full control effect; nearly all actives have a fitted effect of over 75% in size; some results filed as inactive show a strong effect at the top dose
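MLSMR compounds (23 nl, pin-transferred) preincubated 10 min at room temperature with a 500nM (2x) first reagent, then RGS4 at 900nM (2x) plus Transcreener GDP mix added; fluorescence polarization (620/688 nm) read before and after 90 min at 30 °C.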
Tb PGK inh = blocks T. brucei phosphoglycerate kinase | P07378 | PGK/GAPDH coupled, Kinase-Glo luminescence, 60 min | Potency, µM (top dose mostly 57.5 µM), inactives show at the top dose activity change, negative = inhibition, actives largely listed as inhibitors | 0.043% of 380,000 active | AID 602233; note: % is set by controls: 0 for no effect and ±100 for the full control effect; nearly all actives have a fitted effect of over 60% in size
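Luminescent ATP detection (Kinase-Glo Plus) follows a 60-minute room-temperature incubation, with wells lacking PGK as controls. Buffer: 100 mM TEA (pH 7.6), 5 mM MgCl2, 0.01% Tween-20. Coupling enzyme GAPDH (100 nM final) supplies unstable 1,3-BPG in-well.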
GLS inhibitor = inhibitors of human glutaminase (GLS) | O94925 | GLS enzymatic activity, qHTS titration | Potency, µM (top dose mostly 45.5 µM), without a hit: at the highest dose activity change, negative = inhibition, usual class: inhibitors | 0.21% of 410,000 active; note: % is set by controls: 0 for no effect and ±100 for the full control effect
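Read-out is an Amplex red fluorescence increase coupled through glutamate oxidase and HRP, measured before and after 30 min room-temperature incubation. hKGA is in 45 mM KH2PO4 (pH 8.2) with 0.02% Tween-20; glutamine added as 1mM solution.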
HP1b chromo inh = inhibitors of HP1-beta chromodomain binding to methylated histone tails; P83916; AlphaScreen HP1-beta / biotin-H3K9me3 peptide binding; 0.56% of 390,000 active; Potency, µM (highest dose often 114 µM), for the others: at the top dose activity change, negative = inhibition, actives largely listed as inhibitors; note: nearly all actives have a fitted effect of over 70% in size; inactives centre near 23
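AlphaScreen: HP1-beta (50 nM) preformed 30 min with biotin-H3(1-18)K9me3 peptide (50 nM) in PBS pH 7.4, 0.01% Tween-20. Compound added for 30 min at RT, then streptavidin donor/nickel chelate acceptor beads (10 ug/mL) for 30 min.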
TrxR1 inh = inhibitors of rat thioredoxin reductase 1. O89049. recombinant rTrxR1, NADPH fluorescence consumption, selenite substrate. Potency, µM (highest dose often 114 µM), for inactives: top-dose activity change, negative = inhibition, most hits filed as inhibitors. 1% of 390,000 active; note: % is set by controls: 0 for no effect and ±100 for the full control effect; nearly all actives have a fitted effect of over 65% in size
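Rat TrxR1 (90 nM in the dispensed reagent) was pre-reduced with 400 uM NADPH for 5 min at room temperature, then incubated with compound for 15 min. After 400 uM selenite was added, NADPH fluorescence (Ex 340/Em 450 nm) was followed for 8 min.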
ALOX12 inh = blocks human arachidonate 12S-lipoxygenase | Potency, µM (series often up to 108 µM), without a hit: top-dose activity change, negative = inhibition, usual class: inhibitors | AID 1671190 | P18054 | 1.1% of 580,000 active | purified 12hLO, xylenol orange hydroperoxide absorbance; note: % is set by controls: 0 for no effect and ±100 for the full control effect
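Hydroperoxide product was detected by ferrous iron/xylenol orange as the 573 to 405 nm absorbance ratio. Arachidonic acid at 40 uM (final) was turned over for 30 min at room temperature by 150 nM human 12hLO, pH 7.0 Hepes buffer, after 15 min compound preincubation.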
JMJD2A Tudor inh = JMJD2A Tudor domain (human) inhibition; Potency, µM (titrated, usually from 114 µM), inactives show at the highest dose activity change, negative = inhibition, hits mostly inhibitors; AlphaScreen JMJD2A-Tudor / H3K4me3 peptide binding; 4.4% of 390,000 active; note: % is set by controls: 0 for no effect and ±100 for the full control effect; nearly all actives have a fitted effect of over 50% in size
Target sequence (O75164 whole entry, looked up, the tested form may be a part): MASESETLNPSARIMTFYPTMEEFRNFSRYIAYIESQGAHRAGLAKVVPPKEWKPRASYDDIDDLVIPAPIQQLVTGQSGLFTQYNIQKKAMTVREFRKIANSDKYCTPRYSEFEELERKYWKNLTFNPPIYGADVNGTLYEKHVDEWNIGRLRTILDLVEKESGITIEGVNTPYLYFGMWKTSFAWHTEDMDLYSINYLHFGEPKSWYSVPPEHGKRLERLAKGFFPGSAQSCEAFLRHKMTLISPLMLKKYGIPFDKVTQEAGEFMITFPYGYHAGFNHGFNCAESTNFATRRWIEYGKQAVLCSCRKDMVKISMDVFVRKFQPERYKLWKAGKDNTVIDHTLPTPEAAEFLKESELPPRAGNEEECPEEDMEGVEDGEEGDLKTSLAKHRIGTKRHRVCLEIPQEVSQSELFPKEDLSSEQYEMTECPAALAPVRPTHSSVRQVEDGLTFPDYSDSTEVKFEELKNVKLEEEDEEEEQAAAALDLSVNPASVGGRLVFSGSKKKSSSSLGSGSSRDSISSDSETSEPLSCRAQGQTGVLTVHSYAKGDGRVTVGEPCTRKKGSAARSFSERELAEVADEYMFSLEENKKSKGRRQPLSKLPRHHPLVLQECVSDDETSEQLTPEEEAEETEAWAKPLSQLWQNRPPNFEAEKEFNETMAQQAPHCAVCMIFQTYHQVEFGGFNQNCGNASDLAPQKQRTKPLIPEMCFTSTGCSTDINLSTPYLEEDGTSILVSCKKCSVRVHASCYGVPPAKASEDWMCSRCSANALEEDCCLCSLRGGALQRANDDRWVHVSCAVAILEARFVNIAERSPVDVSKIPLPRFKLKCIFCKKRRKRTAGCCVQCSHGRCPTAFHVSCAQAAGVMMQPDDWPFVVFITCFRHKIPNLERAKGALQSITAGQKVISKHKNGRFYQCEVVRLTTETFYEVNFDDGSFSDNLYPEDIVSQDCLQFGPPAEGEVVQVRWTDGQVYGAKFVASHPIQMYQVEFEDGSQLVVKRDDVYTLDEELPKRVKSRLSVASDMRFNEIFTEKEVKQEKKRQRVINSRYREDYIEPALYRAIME
Pin1 inh = human Pin1 inhibition | Q13526 | Pin1 FP peptide displacement, HiFluor488, 10 min | Potency, µM (doses to about 115 µM), for the others: at the top dose activity, negative = inhibition, most hits filed as inhibitors | 0.009% of 390,000 active | AID 504891; active = well fitted inhibition curve with a large enough effect in the polarisation, with a control signal flat, not every such curve was filed as active; inconclusive = small, poorly fitted or top-dose-only effect, or effect the other way, or a change in a side signal; inactive = no such curve, though single readings can be large or run the other way; the % refers to the polarisation; note: % is set by controls: 0 for no effect and ±100 for the full control effect
ERG Ets-DNA blk = blocks human ERG Ets domain binding to DNA; 0.028% of 370,000 active; AID 624246; P11308; Potency, µM (highest dose often 76.9 µM), for the others: at the highest dose FP activity, negative = inhibition, hits mostly inhibitors; fluorescence polarization, His-ERG Ets domain / labelled DNA; active = well fitted inhibition curve with a large enough effect in the polarisation, with a control signal flat; inconclusive = small, poorly fitted or top-dose-only effect, or effect the other way, or a change in a side signal; inactive = no such curve, though single readings can be large or run the other way; the % refers to the polarisation;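 note: polarization taken with two DNA probes labelled with fluorescein and Texas red; % of control where 0% means no effect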
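His-tagged ERG Ets domain (1 uM in the protein solution; 300mM KCl, 50mM Tris-HCl, 1mM EDTA, 1mM DTT, pH 7.5) received compound, then a probe mix of 5 nM fluorescein-DNA and 100nM Texas-615-DNA. Fluorescence polarization was read for both dyes.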
* hit, by the source's call; i = inactive; ? = inconclusive; · = no result given; & = joins results of further samples; [ ] = another dose, or the depositor's remark. Unless noted, calls come from the whole dose curve; as a rule, active = well fitted curve in the direction sought with a large enough effect; inconclusive = small, poorly fitted or top-dose-only effect, or another doubt; inactive = no such curve, though single readings can be large; an effect the other way counts as inactive or inconclusive. Potency is the fitted concentration of half-maximal effect.

ERG Ets-DNA blk,ALOX12 inh,structure,TrxR1 inh,JMJD2A Tudor inh,RGS4 inhibitor,HP1b chromo inh,Pin1 inh,GLS inhibitor,Tb PGK inh
-11.1%,-9.1%,CCCCCNC(=O)N[C@H](C(=O)O)C(C)C,8.4%,-8.2%,-16.9%,16.9%,-8.1%,-21.7%,-4.0%
0.5%,7.1%,CCOc1ccc(OCC)c(-c2c(=O)n(OCc3ccc(C(C)(C)C)cc3)c3ccccc3[n+]2[O-])c1,15.2%,-32.8%,1.3%,9.6%,22.5%,-4.3%,-1.0%
·,6.6%,COc1ccc(C(C)C)cc1S(=O)(=O)Nc1ccccn1,28.2%,-4.7%,7.0%,24.0%,-13.6%,-8.8%,·
0.7%,22.2%,Cc1cccc(C)c1NC(=O)CN(C)C(=O)c1ccccc1SCC(=O)N1CCCC1,4.1%,-5.5%,-0.9%,43.2%[activator],-3.1%,0.7%,i
-11.4%,-6.3%,Cn1c(=O)c2c(nc(CN3CCN(c4ccc(F)cc4)CC3)n2Cc2ccccc2F)n(C)c1=O,11.1%,-23.1%,27.7%,-2.1%,-16.0%,0.0%,-9.7%
12.8%,5.0%,CCS(=O)(=O)Nc1cc(OC)c(OC)cc1Cc1nccc2cc(OC)c(OC)cc12,8.5%,-15.4%,-8.6%,29.6%,1.1%,-2.3%,-1.7%
-10.0%,1.4%,C=CCNc1cnn(-c2ccc(C)cc2)c(=O)c1Sc1ccc(C)cc1,14.4%,-0.6%,-22.1%,36.1%[activator],-2.6%,-5.4%,-8.9%
3.8%,3.3%[57.4 µM],Cc1ccc(NC(=O)CSc2nc3ccccc3nc2N2CCCC2)cc1,7.8%[57.1 µM],6.9%,-27.6%,51.3%[activator],14.6%,-2.2%,11.4%
0.2%,64.7%[activator],Cc1cc(C)c(C)c(S(=O)(=O)NCCCn2ccnc2)c1C,17.0%,-17.4%,4.3%,24.8%,-1.2%,1.3%,-12.4%
11.5%,1.2%,C/C(=N/NC(=O)CN1CCN(S(=O)(=O)c2ccc(C)cc2)CC1)c1cccc(O)c1,7.4%,-10.3%[11.4 µM],42.6%[11.4 µM],60.1%[activator],3.9%,8.5%,5.5%
-17.8%,-19.9%,O=C(NCc1ccccc1F)C1CCCN1S(=O)(=O)c1ccc(Cl)cc1 (configuration not stated),22.2%,0.3%,2.3%,35.6%,-3.2%,-6.8%,i
1.2%,-11.1%,O=C(c1ccco1)N1CCN(C(c2ccccc2Cl)c2nnnn2Cc2cccs2)CC1 (configuration not stated),?,-18.3%[11.4 µM],-16.5%[11.4 µM],-5.8%,12.4%,-8.9%,-9.5%
-10.0%,0.0%,CCCn1c2ccccc2c2cnn(CC(=O)NCCCOC)c(=O)c21,7.5%[57.1 µM],7.8%,-32.2%,17.8%,0.4%,-13.9%,-1.7%
-4.1%,-25.6%,COc1ccc(NC(=O)CSc2nnc(NC(=O)C3CCC3)s2)cc1,9.0%,11.3%,-16.0%,24.7%,-6.5%,-0.6%,5.0%
0.0%,-17.3%,O=C(c1ccc(Cl)cc1)N1CCC(c2ccncc2)CC1,1.4%[57.1 µM],-2.7%,12.3%,30.7%,7.9%,-15.4%,24.1%
-7.6%,?,CCn1c(CN2CCN(Cc3ccc(C)cc3)C(CCO)C2)nc2ccccc21 (configuration not stated),-0.7%,-19.3%,50.4%,33.6%,-10.8%,-0.1%,0.0%
-2.9%,15.4%,O=C(NC1CCCCCCC1)C1CCN(S(=O)(=O)N2CCC3(CC2)OCCO3)CC1,?,-11.9%,-11.4%,12.9%,-1.8%,-1.0%,-3.8%
-9.5%,0.0%[57.4 µM],COc1cnc(N(C)C)nc1Sc1cccc(Cl)c1,-8.1%,16.8%[11.4 µM],-8.0%[11.4 µM],42.1%[activator],-6.4%,-14.2%,-8.0%
-2.7%,·,CC1=NOC(=O)/C1=C\c1ccc(-c2cccc(Cl)c2)o1,?,?,?,-0.1%,0.3%,-24.5%,-4.5%
-15.0%,-18.2%,CCOc1ccc(C2CC(c3c(O)c4ccccc4oc3=O)=NN2c2ccccc2)cc1OC (configuration not stated),4.4%,38.7%[activator],4.6%,109.3%[activator],?,27.7%,3.0%

5 compounds from above, ordered by count of non-hydrogen atoms, high to low:
ERG Ets-DNA blk,ALOX12 inh,structure,TrxR1 inh,JMJD2A Tudor inh,RGS4 inhibitor,HP1b chromo inh,Pin1 inh,GLS inhibitor,Tb PGK inh
0.5%,7.1%,CCOc1ccc(OCC)c(-c2c(=O)n(OCc3ccc(C(C)(C)C)cc3)c3ccccc3[n+]2[O-])c1,15.2%,-32.8%,1.3%,9.6%,22.5%,-4.3%,-1.0%
-11.4%,-6.3%,Cn1c(=O)c2c(nc(CN3CCN(c4ccc(F)cc4)CC3)n2Cc2ccccc2F)n(C)c1=O,11.1%,-23.1%,27.7%,-2.1%,-16.0%,0.0%,-9.7%
11.5%,1.2%,C/C(=N/NC(=O)CN1CCN(S(=O)(=O)c2ccc(C)cc2)CC1)c1cccc(O)c1,7.4%,-10.3%[11.4 µM],42.6%[11.4 µM],60.1%[activator],3.9%,8.5%,5.5%
-17.8%,-19.9%,O=C(NCc1ccccc1F)C1CCCN1S(=O)(=O)c1ccc(Cl)cc1 (configuration not stated),22.2%,0.3%,2.3%,35.6%,-3.2%,-6.8%,i
-9.5%,0.0%[57.4 µM],COc1cnc(N(C)C)nc1Sc1cccc(Cl)c1,-8.1%,16.8%[11.4 µM],-8.0%[11.4 µM],42.1%[activator],-6.4%,-14.2%,-8.0%

(list continues)
ERG Ets-DNA blk,ALOX12 inh,structure,TrxR1 inh,JMJD2A Tudor inh,RGS4 inhibitor,HP1b chromo inh,Pin1 inh,GLS inhibitor,Tb PGK inh
-0.6%,9.1%,CCCCCOc1ccc(NS(C)(=O)=O)cc1,-2.7%,-9.7%,23.5%,50.0%[activator],-2.8%,21.4%,-0.5%
4.7%,-24.0%,COc1ccccc1NC(=O)C(=O)NCCc1csc(-c2cccc(F)c2)n1,6.3%[57.1 µM],-6.1%,9.1%,14.4%[57 µM],2.2%,-10.5%,5.9%
9.5%,-21.7%,CCN(CC)S(=O)(=O)c1ccc(N2CCc3ccccc3C2)nc1,7.6%,18.9%,-46.6%,51.9%[activator],-8.4%,-1.8%,-6.9%
-3.0%,0.8%,CC(C)C(C)NC(=O)COc1ccc(Sc2ccc(OCC(=O)NC(C)C(C)C)cc2)cc1 (configuration not stated),5.5%,-7.4%,-48.9%,31.4%,0.1%,-11.6%,-1.0%
0.7%,-4.7%,Cc1ccc(CNC(=O)C(=O)NCC(c2cccnc2)N2CCN(c3ccccc3F)CC2)cc1 (configuration not stated),5.1%,-18.1%,-36.5%,32.1%,-2.7%,1.2%,-0.2%
?,-3.6%,CCC1Oc2ccccc2N(CC(=O)NC2CC2)C1=O (configuration not stated),19.6%,-6.7%,-7.1%,12.6%,-8.8%,-7.8%,-8.4%
0.1%,0.5%,O=C(CCCCC(=O)N1CCOCCOCCOCC1)OCc1ccccc1,25.8%[57.1 µM],-2.1%,1.7%,35.2%,-19.5%,9.8%,-2.9%
-1.8%,3.6%,COc1nc(NC(=O)c2ccc(F)cc2)nc(OC)c1-c1ccccc1,28.0%[57.1 µM],-31.3%,1.9%,6.8%,1.0%,-0.2%,1.3%
8.5%,-10.1%,COC(=O)c1c(-c2ccccc2OC)sc2cc3c(cc12)OCO3,10.8%,34.5%,4.8%,94.4%[activator],?,3.5%,3.8%
1.8%,-13.2%,Fc1ccc(NC(=S)Nc2cccnc2)cc1,?,-5.7%,-24.8%,2.6%,-0.9%,18.8%,-12.7%
-2.3%,9.6%,C/C(Cc1ccccc1)=N\NC(=O)c1ccccn1,7.1%,-27.6%,6.6%,54.8%[activator],-7.6%,7.7%,-10.5%
-2.8%,79.9%[activator],Cc1cccc(Nc2nc(N)nc(CCl)n2)c1C,-3.5%[57.1 µM],-3.2%,11.8%,22.9%,-1.4%,0.0%,-8.4%
0.8%,-9.4%,Cc1nc2ccc(S(=O)(=O)NC(CC(C)C)C(=O)NCc3ccc(Cl)cc3)cc2s1 (configuration not stated),20.4%,-13.1%,4.7%,12.3%,-4.6%,-0.9%,i
0.3%,0.0%,COc1ccc2c(c1)cc(C(=O)O)n2C,30.3%[57.1 µM],-5.9%,12.8%,21.0%,-3.8%,3.8%,6.4%
17.7%,442.9%[activator],O=C(COc1ccc(Cl)cc1Cl)Nc1ccc2nc3n(c(=O)c2c1)CCCC3,1.0%,-13.6%,-24.2%,26.3%,-0.9%,5.0%,-2.0%
·,-26.4%,COc1cc(-c2nc3ccc4ccccc4c3c3c2CCC3)cc(OC)c1O,-18.0%,?,-14.1%,?,8.7%,-1.7%,i
4.2%,?,COC(=O)C1=C(C)NC(=S)NC1c1ccco1 (configuration not stated),16.3%[57.1 µM],-4.5%[57.1 µM],-50.1%,51.1%[activator],-2.8%,?,-8.7%
-9.6%,?,Fc1ccc(OCCCCCn2ccnc2)cc1,5.0%,-17.8%,10.8%,18.2%,5.2%,14.7%,-1.6%
-15.8%,-2.6%&-1.4%,CCCCc1cc(=O)oc2cc(C)cc(OCC(=O)NCCN3CCOCC3)c12,-1.9%,-6.2%,16.5%,33.2%,-0.4%,3.1%,3.1%
6.3%,20.4%,COCCN1C(=O)N[C@@H](CCc2ccccc2)[C@H](C(=O)OC)[C@H]1C,15.1%,-7.2%,-8.3%,51.2%[activator],0.9%,-3.2%,-2.5%

Some of the compounds tested. The share of hits here may be higher or lower than overall.
